Compound activity from PubChem BioAssay.
ATXN2 expr inh: ATXN2 expression inhibition | HEK-293 ATXN2-luciferase reporter, luminescence, 24 h | Potency, µM (doses to about 57 µM), inactives show at the top dose activity change, negative = inhibition, usual class: inhibitors | 0.72% of 360,000 active; note: potency is the fitted concentration of half-maximal effect; % is set by controls: 0 for no effect and ±100 for the full control effect; nearly all actives have a fitted effect of over 55% in size
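ATXN2-luciferase reporter cells (luciferase flanked by upstream and downstream ATXN2 gene portions) were treated 24 h at 37 °C with compounds at up to 57 uM. SteadyGlo luminescence gave expression; GF-AFC fluorescence gave viability.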
EPAC2 agonist: activates human EPAC2 exchange factor; Q8WZA2; EPAC2 activation, biochemical qHTS; response scale: 100% = 6.5 mM cAMP response; Potency, µM (series often up to 154 µM), inactives show top-dose activation, usual class: activators; 0.079% of 360,000 active; AID 720711; note: potency is the fitted concentration of half-maximal effect; nearly all actives have a fitted effect of over 50% in size
Target sequence (Q8WZA2 whole entry, looked up): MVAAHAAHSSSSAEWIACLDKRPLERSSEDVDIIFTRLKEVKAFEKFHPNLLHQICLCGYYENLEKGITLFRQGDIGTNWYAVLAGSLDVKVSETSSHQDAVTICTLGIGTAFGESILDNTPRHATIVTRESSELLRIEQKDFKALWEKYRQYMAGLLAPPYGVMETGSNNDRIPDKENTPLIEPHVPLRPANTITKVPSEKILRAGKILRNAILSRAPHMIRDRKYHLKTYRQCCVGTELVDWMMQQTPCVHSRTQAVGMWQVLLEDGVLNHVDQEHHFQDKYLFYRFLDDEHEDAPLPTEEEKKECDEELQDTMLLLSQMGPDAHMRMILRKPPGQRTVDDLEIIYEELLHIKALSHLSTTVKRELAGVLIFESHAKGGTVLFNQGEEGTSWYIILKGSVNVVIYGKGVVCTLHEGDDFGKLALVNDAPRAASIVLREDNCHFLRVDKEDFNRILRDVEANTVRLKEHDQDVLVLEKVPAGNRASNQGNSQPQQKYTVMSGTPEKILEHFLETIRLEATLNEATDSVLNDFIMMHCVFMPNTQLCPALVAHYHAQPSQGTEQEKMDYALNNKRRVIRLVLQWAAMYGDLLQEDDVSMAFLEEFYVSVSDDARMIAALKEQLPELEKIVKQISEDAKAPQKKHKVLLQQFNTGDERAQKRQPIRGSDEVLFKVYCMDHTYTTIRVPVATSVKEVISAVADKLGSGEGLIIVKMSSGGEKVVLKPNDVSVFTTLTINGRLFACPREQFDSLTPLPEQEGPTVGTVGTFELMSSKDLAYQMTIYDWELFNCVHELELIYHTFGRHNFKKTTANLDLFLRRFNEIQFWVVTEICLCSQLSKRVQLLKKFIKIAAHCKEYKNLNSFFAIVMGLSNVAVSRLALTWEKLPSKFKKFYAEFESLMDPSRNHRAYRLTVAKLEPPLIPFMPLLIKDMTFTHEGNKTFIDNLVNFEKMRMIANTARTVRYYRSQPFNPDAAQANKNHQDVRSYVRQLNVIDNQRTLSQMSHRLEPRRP
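Guanine nucleotide exchange by EPAC2 is measured as reduced fluorescence of BODIPY-GDP once it is released from 250 nM Rap1B. Plates are read kinetically for 30 min at room temperature; results are scaled to 6.5 mM cAMP.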
S2 tox: cell viability loss in ATXN counter-screen; 0.49% of 400,000 active; AID 651635; S2 cells (HEK-293 line with an ATXN2-luciferase reporter) viability, CellTiter-Fluor protease fluorescence, 24 h; Potency, µM (top dose mostly 56.7 µM), usual class: cytotoxic; note: potency is the fitted concentration of half-maximal effect; nearly all actives have a fitted effect of over 40% in size
Nrf2 ARE act: Nrf2 pathway activation. AREc32 ARE-luciferase reporter (MCF7-derived line), luminescence, 24 h. Potency, µM (titrated, usually from 46.1 µM), for the others: at the top dose activation, usual class: activators. 0.31% of 410,000 active. AID 624171; note: potency is the fitted concentration of half-maximal effect; % of control where 0% means no effect; nearly all actives have a fitted effect of over 65% in size
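ARE activation measured as luciferase luminescence (Steady-Glo, 30 min RT) in AREc32_Fluc cells after 24 hr compound exposure at 37 deg C, 5% CO2; cells seeded overnight at 1000/well in OPTI-MEM, 5% FBS.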
HepG2 tox: counter-screen for TGF-b inhibitors: cytotoxicity in HepG2 cells; HepG2 CAGA-GFP viability, ATP luminescence, 18 h; Potency, µM (doses to about 46.1 µM), for the others: top-dose activity change, negative = cytotoxicity, actives largely listed as cytotoxic; 0.76% of 410,000 active; AID 588856; note: potency is the fitted concentration of half-maximal effect; some results filed as inactive show a strong effect at the top dose
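HepG2 CAGA-GFP cells (1000/well, DMEM with 1% FBS) received compound, then TGF-beta at 500 pg/mL final, and were incubated 18 hours at 37 degrees C. Viability was read by CellTiter-Glo luminescence. Media-only wells were set as complete cell-killing and DMSO as no toxicity.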
IL2 activator: activates IL-2 in a cell-based reporter assay | AID 652025 | 0.065% of 360,000 active | IL-2 activation reporter assay, cell-based qHTS; stimulated with anti-CD3/CD4/CD28 beads; in transgenic mouse T cells | activation, % (series mostly up to about 46 µM); in the data active = activation above about 50%; inconclusive = mostly about 30% to 49%; note: 0% is about no effect
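Readout is EGFP and DsRed signal by fluorescent plate cytometry after 18 h at 37 degrees C. Transgenic mouse T cells (750/well) received compound for 60 min before bead stimulation (anti-CD3, anti-CD4, anti-CD28); memory T cells served as non-tolerant control.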
Nrf2 inh: blocks Nrf2 signaling. 2.1% of 360,000 active. Potency, µM (highest dose often 46 µM), for the others: at the highest dose activity change, negative = inhibition, most hits filed as inhibitors. A549 ARE-Fluc reporter, luciferase luminescence, 18-24 h; note: potency is the fitted concentration of half-maximal effect; % is set by controls: 0 for no effect and ±100 for the full control effect; nearly all actives have a fitted effect of over 60% in size
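In this cell-based qHTS, ARE-driven firefly luciferase in A549 cells reports Nrf2 activity; the luminescent signal after BugLite lysis is the measured value, with a prior CellTiter-Fluor read for cell health.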
TGFb inhibitor: inhibitors of TGF-b signaling. HepG2 CAGA-GFP TGF-b/SMAD3 reporter, GFP fluorescence, 18 h; TGF-beta stimulated, 500 pg/mL final. Potency, µM (series often up to 46.1 µM), inactives show top-dose activity, negative = inhibition, actives largely listed as inhibitors. 1.2% of 410,000 active; note: potency is the fitted concentration of half-maximal effect; % is set by controls: 0 for no effect and ±100 for the full control effect; nearly all actives have a fitted effect of over 65% in size
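First, reporter cells (HEPG2 CAGA-GFP) rested 2 h at 37 degrees C. Next, compounds were pinned in and TGF-beta added to 500 pg/mL final. After 18 h, GFP was imaged per cell and summed per well.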
A549 tox: counter-screen for Nrf2 inhibitors: cytotoxicity in A549 cells; AID 504648; A549 ARE-Fluc cells, CellTiter-Fluor viability, 18-24 h; 0.16% of 390,000 active; Potency, µM (series often up to 46 µM), for the others: at the top dose activity change, negative = cytotoxicity, actives largely listed as inhibitors; note: potency is the fitted concentration of half-maximal effect; % is set by controls: 0 for no effect and ±100 for the full control effect
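Cytotoxicity counterscreen: CellTiter-Fluor fluorescence was measured in A549 ARE_Fluc cells after 18-24 h of compound exposure in a concentration series. The subsequent BugLite luminescent read reports ARE-luciferase activity.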
* = called active by the depositor; i = inactive; ? = inconclusive; . = no result given; [ ] = another dose, or the depositor's remark. Unless noted, calls come from the whole dose curve; as a rule, active = well fitted curve in the direction sought with a large enough effect; inconclusive = small, poorly fitted or top-dose-only effect, or another doubt; inactive = no such curve, though single readings can be large; an effect the other way counts as inactive or inconclusive.

SMILES	ATXN2 expr inh	EPAC2 agonist	S2 tox	Nrf2 ARE act	HepG2 tox	IL2 activator	Nrf2 inh	TGFb inhibitor	A549 tox
O=C(O)CC/C(=N\NC(=O)CNC(=O)c1ccc(F)cc1)c1ccccc1	.	-6%	i	0.1%	45%	1.3	15%	21%	15%
COc1ccc(Cl)cc1Nc1cc(C)nc2ccccc12	-34%	4%	?	5.2%	-24%	-0.1	-16%	0%	-22%
Cc1ccc(C(=O)COC(=O)CN2C(=O)C3C4CCC(C4)C3C2=O)cc1[N+](=O)[O-] (stereo not given)	9%	6%	i	0.0%	-5%	-4.7	4%	0%	2%
S=C(NCc1ccncc1)Nc1cc(Cl)cc(Cl)c1	0%	2%	i	-0.1%	-5%	-1.8	?	-21%	4%
CCOc1ccc(Nc2nc(N)nc(CSC(=S)N3CCN(c4ccccc4)CC3)n2)cc1	-20%	9%	.	1.9%	-15%	0.7	?	-1%	-17%
Cc1nn(CCCC(=O)N2CCc3ccccc3C2)c(=O)c2cc3sccc3n12	-10%	19%	i	3.9%	-17%	-1.9	-9%	-8%	4%
Cc1nc(SC2CC(=O)N(c3ccccc3)C2=O)nc2c1CCCC2 (stereo not given)	6%	1%	i	-0.5%	-9%	-1.6	.	13%	11%
COC(=O)C[C@H]1C[C@H]2c3cc(NC(=O)Cc4ccncc4)ccc3O[C@H]2[C@@H](CO)O1	7%	-6%	i	0.8%	5%	-1.9	.	1%	.
COC(=O)CNC(=S)NC(=O)c1ccc(C(C)(C)C)cc1	.	5%	i	-0.2%	5%	-0.1	-3%	13%	3%
CCC(=O)Nc1nnc(S(=O)(=O)N(CC)c2ccc(Cl)cc2)s1	.	0%	?	0.3%	-1%	-0.2	1%	1%	9%
Cc1ccc([N+](=O)[O-])cc1NC(=O)CSc1n[nH]c(-c2cccnc2)n1	-8%	8%	i	1.4%	2%	-0.4	?	4%	2%
COc1cccc(CN(C)Cc2cc(=O)oc3c(C)c(C)ccc23)c1	51%[activator]	9%	i	-0.3%	-34%	-4.0	7%	-19%	0%
O=C(c1cccc2ccccc12)N1CCC(N2CCN(c3ccccc3)CC2)CC1	-9%	0%	i	-0.7%	-1%	1.9	10%	-11%	-4%
CN(C)CCNC(=O)C1CCN(c2nc3ccccc3[nH]2)CC1	.	.	.	-0.7%	1%	.	.	0%	2%
Cc1ccc(-c2nc(CSc3nnc(C)n4c3cc3occc34)c(C)o2)cc1	.	.	.	-0.4%	0%	.	7%	-16%	9%
CCN1CCN(CCCNC(=O)C2CCCN(c3nc4c(C)cc(C)cc4s3)C2)CC1 (stereo not given)	1%	-1%	i	-0.7%	-52%	-2.2	15%	-22%	-8%
CC/C(=N\NC(=O)c1nnn(-c2nonc2N)c1-c1cccc(OC)c1)c1ccc(C)cc1	-4%	0%	i	-1.4%	-9%	-1.2	?	2%	-6%
COc1ccc(-c2nc(CS(=O)CC(=O)NCCN3CCCCCC3)c(C)o2)cc1OC (stereo not given)	4%	1%	i	3.6%	-8%	-0.9	1%	-10%	5%
CNC(=O)N(O)C1N(/N=C/c2ccc(SC)cc2)C(=S)SC1(C)C (stereo not given)	-10%	3%	i	0.4%	-18%	-2.2	-19%	0%	4%
CCOc1ccc2oc(C(=O)Nc3ccc(N4CCOCC4)cc3)c(C)c2c1	-15%	-7%	?	0.4%	9%	0.8	?	-4%	-2%
Cc1ccc(OCC(=O)NNC(=O)CSC(=S)N2CCCC2)cc1	5%	0%	i	-0.1%	-13%	-6.2	-9%	0%	0%
Cc1ccc(OCc2nnc(SCC(=O)c3cccc([N+](=O)[O-])c3)n2C)cc1	-5%	12%	i	0.4%	-23%	-0.3	-39%	?	0%[1.84 µM]
Cc1ccc(NS(=O)(=O)c2cc(C(=O)N3CCN(C)CC3)ccc2C)cc1	20%	3%	i	-0.9%	-1%	0.4	9%	?	4%
CCOc1ccc(CN(C)C(C)C(=O)Nc2ccc([N+](=O)[O-])cc2Cl)cc1OC (stereo not given)	-13%	11%	i	0.7%	0%	-0.3	2%	-12%	-1%
CCOc1c(N2CCCCC2)c(=O)c1=O	4%	5%	i	0.1%	-1%	-2.3	.	?	1%
COc1ccc(OC)c(/C=C/c2[nH]c(=O)[nH]c(=O)c2[N+](=O)[O-])c1	9%	10%	i	?	3%	-0.8	-10%	8%	?
COCCCNC(=O)CSc1nc2c(sc3ccccc32)c(=O)n1CCc1ccc(OC)c(OC)c1	-3%	.	i	0.0%	4%	.	.	2%	?
CCOC(=O)/C(=N/Nc1ccc(Br)cc1)N1CC(C)OC(C)C1 (stereo not given)	-21%	15%	i	0.9%	-2%	-0.6	?	-1%	8%
Nc1nnc(SCC(=O)N2CCN(Cc3ccccc3)CC2)s1	1%	15%	i	0.2%	-19%	-0.8	1%	-8%	0%
O=C(c1cccs1)N1CCN(c2ccc([N+](=O)[O-])cc2F)CC1	-4%	0%	i	2.2%	5%	-0.9	-6%	4%	-8%
Cc1ccccc1CSc1nc2ccccc2c(=O)n1C	-25%	14%	i	-0.5%	-27%	0.5	?	-21%	7%
CN(C)c1ccc(C(=O)OCC(=O)c2ccc[nH]2)cc1	77%[activator]	-1%	i	1.3%	-33%	-0.6	?	4%	0%
Cc1ccc(NC(=S)NNC(=O)Nc2ccccc2)cc1	75%[activator]	11%	i	4.2%	0%	-0.3	?	?	-3%
CCOC(=O)CN1C(=O)CSc2ccccc21	-15%	4%	i	1.5%	-4%	-2.1	.	16%	6%
COc1ccc(-n2nc([N+](=O)[O-])c(=NCCc3ccc(OC)c(OC)c3)n2O)cc1	-23%	16%	i	3.4%	16µM*	-2.5	?	-31%	-19%
CCn1cnc2cc(NC(=O)c3cccs3)ccc21	15%	5%	i	-0.1%	-14%	-1.6	?	-2%	0%

Among those listed so far, these contain a thiophene ring, fused or not:
SMILES	ATXN2 expr inh	EPAC2 agonist	S2 tox	Nrf2 ARE act	HepG2 tox	IL2 activator	Nrf2 inh	TGFb inhibitor	A549 tox
Cc1nn(CCCC(=O)N2CCc3ccccc3C2)c(=O)c2cc3sccc3n12	-10%	19%	i	3.9%	-17%	-1.9	-9%	-8%	4%
COCCCNC(=O)CSc1nc2c(sc3ccccc32)c(=O)n1CCc1ccc(OC)c(OC)c1	-3%	.	i	0.0%	4%	.	.	2%	?
O=C(c1cccs1)N1CCN(c2ccc([N+](=O)[O-])cc2F)CC1	-4%	0%	i	2.2%	5%	-0.9	-6%	4%	-8%
CCn1cnc2cc(NC(=O)c3cccs3)ccc21	15%	5%	i	-0.1%	-14%	-1.6	?	-2%	0%

Other records.
SMILES	ATXN2 expr inh	EPAC2 agonist	S2 tox	Nrf2 ARE act	HepG2 tox	IL2 activator	Nrf2 inh	TGFb inhibitor	A549 tox
O=C(NCc1cccnc1)/C(=C\c1ccc(-c2cccc(Cl)c2)o1)S(=O)(=O)c1ccccc1	25µM*	13%	.	?	-97%	-5.7	21µM*	16µM*	21µM*
O=C1C(Cc2c[nH]c3ccccc23)NC(=S)N1Cc1ccccc1 (stereo not given)	-28%[11.3 µM]	16%	i	3.6%	-2%	-0.5	-12%	-24%	5%
Cc1cc(OC(C)C(=O)NC(Cc2c[nH]c3ccc(O)cc23)C(=O)O)c2c(C)cc(=O)oc2c1 (stereo not given)	3%	5%	i	0.1%	-6%	1.4	14%	5%	0%
COc1ccc(CCNC(=O)COc2cccc(-n3cnnn3)c2)cc1	2%	-5%	i	-0.1%	10%	0.4	-3%	-16%	7%
Nc1ncnc2c1ncn2[C@@H]1O[C@H](CNC(=O)[C@@H]2CCCN2S(=O)(=O)c2ccc(F)cc2)[C@@H](O)[C@H]1O	3%	6%	i	-0.2%	-29%	-0.6	15%	3%	7%
COc1ccc(N2CCN(C(=O)CNC(=O)c3ccc(C(C)(C)C)cc3)CC2)cc1	?	-4%	?	1.8%	2%	-0.5	.	6%	0%
S=c1[nH]nc(-c2cccc(Br)c2)o1	4%	2%	i	-0.1%	0%	-0.7	-5%	0%	-3%
Cc1occc1-c1nnc(SCC(=O)NC2CCCCC2)o1	.	3%	.	-0.5%	7%	0.9	2%	1%	1%
CC1(C(=O)NCc2cccc(Cl)c2)Cc2c(-c3ccccc3)ccnc2O1 (stereo not given)	-16%	3%	i	-0.9%[9.22 µM]	-1%	1.4	.	1%	.
CCOC(=O)c1c(S(=O)(=O)NCC(=O)Nc2ccc(F)cc2F)c(C)n(C)c1C	5%	9%	i	0.2%	-7%	-3.7	-1%	-3%	-3%
Cc1cc(Cl)ccc1OCCCC(=O)N1CCN(C(=O)c2ccco2)CC1	-5%	-3%	i	-0.1%	-18%	-1.6	?	-2%	1%
COCCNC(=O)c1snc2ccc(Cl)cc12	26%	4%	i	-0.3%	2%	1.0	?	-2%	-2%
Cc1cc2oc(=O)cc(CN3CCC(C)CC3)c2cc1Cl	6%	11%	?	-1.0%	-3%	-1.5	0%	-8%	3%
O=c1[nH]nc(-c2cc(-c3ccccc3)nc3ccccc23)o1	.	3%	i	0.7%	-23%	-1.6	.	0%	.

Reformatted with two lines to a compound: entries from further up
The line under a structure holds: ATXN2 expr inh, EPAC2 agonist, S2 tox, Nrf2 ARE act, HepG2 tox, IL2 activator, Nrf2 inh, TGFb inhibitor, A549 tox
- Nc1ncnc2c1ncn2[C@@H]1O[C@H](CNC(=O)[C@@H]2CCCN2S(=O)(=O)c2ccc(F)cc2)[C@@H](O)[C@H]1O
    3%, 6%, i, -0.2%, -29%, -0.6, 15%, 3%, 7%
- COc1ccc(N2CCN(C(=O)CNC(=O)c3ccc(C(C)(C)C)cc3)CC2)cc1
    ?, -4%, ?, 1.8%, 2%, -0.5, ., 6%, 0%
